TNAP inh pNP = human TNAP inhibition, p-nitrophenol detection; P05186; purified TNAP, pNPP hydrolysis, absorbance 405 nm; inhibition, % at 20 µM; 21,000 tested, under 10 active;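 note: 0% = DMSO only wells and 100% = 1 mM levamisole wells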
Target sequence (P05186 whole entry, looked up): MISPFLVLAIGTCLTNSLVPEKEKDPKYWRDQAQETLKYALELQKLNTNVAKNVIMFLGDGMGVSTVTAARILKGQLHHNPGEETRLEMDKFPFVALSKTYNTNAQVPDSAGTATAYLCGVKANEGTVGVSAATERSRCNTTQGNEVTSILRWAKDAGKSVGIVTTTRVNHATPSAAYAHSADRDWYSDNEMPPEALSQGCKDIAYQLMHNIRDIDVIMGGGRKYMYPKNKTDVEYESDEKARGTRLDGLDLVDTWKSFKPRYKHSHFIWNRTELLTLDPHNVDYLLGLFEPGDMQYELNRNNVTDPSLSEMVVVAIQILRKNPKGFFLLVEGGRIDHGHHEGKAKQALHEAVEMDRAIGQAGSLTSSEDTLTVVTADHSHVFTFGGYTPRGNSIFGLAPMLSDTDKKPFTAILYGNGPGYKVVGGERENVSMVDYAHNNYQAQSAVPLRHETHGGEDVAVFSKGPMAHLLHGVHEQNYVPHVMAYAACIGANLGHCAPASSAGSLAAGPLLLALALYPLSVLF
TNAP inh Pi = human TNAP inhibition, phosphate detection. purified TNAP, pNPP, malachite green phosphate absorbance. 21,000 tested, under 10 active. P05186. inhibition, % at 20 µM
Numbers without * were called inactive.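 Rule for the calls: active = inhibition above 50% at the 20 µM single-dose screen; inactive = the rest.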

CCOc1ccc2nc(SCC(=O)N(C)C3CCS(=O)(=O)C3)[nH]c2c1 (configuration not stated)
  TNAP inh pNP: 5
  TNAP inh Pi: 4
C/C(NC(=O)c1ccccc1F)=C1\C(=O)C[C@@H]2[C@H]1C2(C)C
  TNAP inh pNP: 5
  TNAP inh Pi: 11
COc1ccc(Nc2nc3ccccc3c(=O)s2)c(OC)c1
  TNAP inh pNP: 1
  TNAP inh Pi: 6
Cc1ccc(CN(CC2CCCO2)C(=O)CN2C(=O)C(C(C)C)Oc3ccccc32)o1 (configuration not stated)
  TNAP inh pNP: 0
  TNAP inh Pi: 6
CC(=O)Nc1n[nH]c(S(=O)(=O)Cc2ccc(Cl)cc2Cl)n1
  TNAP inh pNP: 0
  TNAP inh Pi: 0
O=S(=O)(Nc1ccc(-c2nc3ccccc3o2)cc1)c1ccccc1
  TNAP inh pNP: 5
  TNAP inh Pi: -17
CS(=O)(=O)c1ccc(N2CCOCC2)c(S(C)(=O)=O)c1
  TNAP inh pNP: 5
  TNAP inh Pi: 10
CCN1CCN(c2cc3c(cc2F)c(=O)c(C(=O)O)cn3C2CC2)CC1
  TNAP inh pNP: 4
  TNAP inh Pi: 10
CCOc1ccccc1N1CCN(c2nc3ccccc3nc2C(C#N)C(=O)OC(C)C)CC1 (configuration not stated)
  TNAP inh pNP: -6
  TNAP inh Pi: 7
O=C(Nc1nnc(C2CCCCC2)s1)c1ccc(Br)s1
  TNAP inh pNP: 4
  TNAP inh Pi: 8
O=C(NCCNCCO)c1c(O)c2cccc3c2n(c1=O)CCC3
  TNAP inh pNP: 7
  TNAP inh Pi: 12
O=C(Nc1ncn[nH]1)c1c(Cl)ccc(Cl)c1Cl
  TNAP inh pNP: 0
  TNAP inh Pi: 0
Cc1cccc(C)c1N(CC(=O)N1CCN(C)CC1)S(C)(=O)=O
  TNAP inh pNP: 8
  TNAP inh Pi: -5
Cn1c(SCC(=O)NC(C)(C)C)nc(O)cc1=O
  TNAP inh pNP: 6
  TNAP inh Pi: 12
O=C(CN1CCC(NC(=O)Nc2ccccc2-c2ccccc2)CC1)NCc1ccco1
  TNAP inh pNP: 1
  TNAP inh Pi: 5
CCc1ccc2[nH]c(=O)c(CN(CCN3CCCC3)C(=O)NC3CCCCC3)cc2c1
  TNAP inh pNP: -3
  TNAP inh Pi: 3
COc1ccc(-c2onc(C)c2-c2ccccc2)c(O)c1
  TNAP inh pNP: -2
  TNAP inh Pi: -3
COc1ccc2[nH]c3ccc(OC)cc3c2c1
  TNAP inh pNP: 7
  TNAP inh Pi: 12
CC(C)c1nnc(NC(=O)CCC(=O)NCc2ccco2)s1
  TNAP inh pNP: 6
  TNAP inh Pi: 9
COc1cc(S(=O)(=O)NCCc2ccc3c(c2)OCO3)ccc1-n1cnnn1
  TNAP inh pNP: 3
  TNAP inh Pi: 19
COc1ccc(C(=O)/C=C/Nc2cc(C)on2)cc1
  TNAP inh pNP: -18
  TNAP inh Pi: -5
Cc1ccc(-n2ncc3c(NCc4ccccn4)ncnc32)c(C)c1
  TNAP inh pNP: 5
  TNAP inh Pi: 6
CCN(CC)S(=O)(=O)c1ccc(-c2nnc(SCC(=O)N3CCc4ccccc43)o2)cc1
  TNAP inh pNP: 2
  TNAP inh Pi: 8
COC(=O)c1ccc(CNC(=O)CSc2nnc(COc3ccccc3)n2C)o1
  TNAP inh pNP: 0
  TNAP inh Pi: 7
C=CCOc1ccccc1/C=N/O
  TNAP inh pNP: 0
  TNAP inh Pi: 13

Overlap with the part before: six entries; new compounds follow.
COc1cc(S(=O)(=O)NCCc2ccc3c(c2)OCO3)ccc1-n1cnnn1
  TNAP inh pNP: 3
  TNAP inh Pi: 19
COc1ccc(C(=O)/C=C/Nc2cc(C)on2)cc1
  TNAP inh pNP: -18
  TNAP inh Pi: -5
Cc1ccc(-n2ncc3c(NCc4ccccn4)ncnc32)c(C)c1
  TNAP inh pNP: 5
  TNAP inh Pi: 6
CCN(CC)S(=O)(=O)c1ccc(-c2nnc(SCC(=O)N3CCc4ccccc43)o2)cc1
  TNAP inh pNP: 2
  TNAP inh Pi: 8
COC(=O)c1ccc(CNC(=O)CSc2nnc(COc3ccccc3)n2C)o1
  TNAP inh pNP: 0
  TNAP inh Pi: 7
C=CCOc1ccccc1/C=N/O
  TNAP inh pNP: 0
  TNAP inh Pi: 13
Cc1cc(C)c2c(n1)nn1c(NCCCn3ccnc3)cc(C)nc21
  TNAP inh pNP: 6
  TNAP inh Pi: 10
COc1ccc(-c2nnc(SCC(=O)c3ccco3)n2-c2ccccc2)cc1
  TNAP inh pNP: 3
  TNAP inh Pi: 2
N#Cc1ccccc1CSc1nc(N2CCCCC2)nc(N2CCCCC2)n1
  TNAP inh pNP: 3
  TNAP inh Pi: 6
O=C(O)c1cccc2c1C(=O)N(Cc1ccncc1)C2
  TNAP inh pNP: 1
  TNAP inh Pi: 4
O=C(Nc1ccc(Cl)cc1C(=O)N1CCOCC1)c1ccco1
  TNAP inh pNP: 8
  TNAP inh Pi: 10
CCc1nnc(NC(=O)c2c(O)c3cccc4c3n(c2=O)CC4)s1
  TNAP inh pNP: 2
  TNAP inh Pi: -10
Cn1c(NCC(O)c2ccccc2)nc2c1c(=O)n(Cc1ccc(Cl)c(Cl)c1)c(=O)n2C (configuration not stated)
  TNAP inh pNP: 4
  TNAP inh Pi: 10
CCCc1cc(=O)[nH]c(SCC(=O)N(C)CC(=O)Nc2ccc(C)cc2)n1
  TNAP inh pNP: 4
  TNAP inh Pi: 7
COc1cccc(C2C(C#N)=C(N)Oc3cc(C)n(Cc4ccco4)c(=O)c32)c1 (configuration not stated)
  TNAP inh pNP: 11
  TNAP inh Pi: 11
Cn1c(SCC(=O)Nc2ccc3cn[nH]c3c2)nnc1-c1cccs1
  TNAP inh pNP: 2
  TNAP inh Pi: -3
CC(C)Cc1nc(N2CCN(C(=O)Cc3ccccc3)CC2)c(C#N)c2c1COC(C)(C)C2
  TNAP inh pNP: 4
  TNAP inh Pi: 8
O=C(Nc1ccccc1)Nc1cccc2cccnc12
  TNAP inh pNP: 6
  TNAP inh Pi: 9
COc1cccc2[nH]c3c(N4CCCCC4)ncnc3c12
  TNAP inh pNP: 3
  TNAP inh Pi: 9
O=C(Cc1ccccc1)NC1CCN(S(=O)(=O)c2cccc(F)c2)CC1
  TNAP inh pNP: 1
  TNAP inh Pi: 2
CN(C)C(=O)CCc1nc(-c2ccc(C(C)(C)C)cc2)no1
  TNAP inh pNP: -2
  TNAP inh Pi: 4
CC(=O)N1CCN(c2ccc(NC(=O)c3ccccc3Br)cc2Cl)CC1
  TNAP inh pNP: 5
  TNAP inh Pi: 9
CC(CN1CCCCC1)OC(=O)c1cc2ccccc2o1 (configuration not stated)
  TNAP inh pNP: 0
  TNAP inh Pi: 12
CC(C)Cc1nc(NCCN2CCOCC2)c(C#N)c2c1COC(C)(C)C2
  TNAP inh pNP: 6
  TNAP inh Pi: 13
CCN(CC)C(=O)CSC1=C(C#N)C(c2ccco2)C(C(=O)OCCOC)=C(C)N1 (configuration not stated)
  TNAP inh pNP: 6
  TNAP inh Pi: 11
COC(=O)c1ccc(C2/C(=C(/O)c3ccc(OC)cc3)C(=O)C(=O)N2Cc2ccco2)cc1 (configuration not stated)
  TNAP inh pNP: 0
  TNAP inh Pi: 2
CC1CC(C)CN(Cc2nc(N)nc(Nc3ccc4ccccc4c3)n2)C1 (configuration not stated)
  TNAP inh pNP: 5
  TNAP inh Pi: 10
COc1ccc(CCNS(=O)(=O)c2ccc(F)cc2)cc1OC
  TNAP inh pNP: 4
  TNAP inh Pi: 8
O=C1CCCc2c1cc(C(=O)Nc1ccc(Br)cn1)c(=O)n2-c1ccccc1
  TNAP inh pNP: 6
  TNAP inh Pi: -12
COc1cc(NCCCC(C)N)c2ncccc2c1 (configuration not stated)
  TNAP inh pNP: 6
  TNAP inh Pi: -18
O=C(c1ccccc1C(=O)N1CCN(c2ccccc2)CC1)N1CCN(c2ccccc2)CC1
  TNAP inh pNP: -3
  TNAP inh Pi: 10

More compounds:
Value order: TNAP inh pNP | TNAP inh Pi
CCCn1c(SCC(=O)Nc2c(C)cccc2CC)nnc1C(C)C
→ 2 | -7
CCOc1ccc2nc(COC(=O)c3ccco3)c(C(C)=O)[n+]([O-])c2c1
→ -5 | -2
O=C1CC(N(O)C2CC(=O)N(Cc3ccccc3)C2=O)C(=O)N1Cc1ccccc1 (configuration not stated)
→ 0 | -2
CC(=O)COc1ccc2c3c(c(=O)oc2c1C)CCCCC3
→ 3 | 11
COc1cc(-c2n[nH]c(=O)o2)cc(OC)c1OC
→ 3 | 9
CCOC(=O)c1oc2cc(O)ccc2c(=O)c1-c1ccccc1OC
→ 5 | 1
C=CCc1cccc(/C=N/n2cnnc2)c1O
→ -3 | 5
CCOc1cc(NS(=O)(=O)CC)c(OCC)cc1NC(=O)c1ccco1
→ 1 | 11
OC(COc1ccc2ccccc2c1)Cn1ccnc1 (configuration not stated)
→ 3 | 6
CC(=O)OC1C(OC(C)=O)N(C(C)=O)C(=O)N1C(C)=O (configuration not stated)
→ 4 | 2
CO[C@@]1(NC(=O)CSCC#N)C(=O)N2C(C(=O)O)=C(CSc3nnnn3C)CS[C@@H]21
→ 0 | 0
COCCNC(=O)CN(c1cc(Cl)ccc1OC)S(C)(=O)=O
→ 4 | 11
Cc1ccc(OCc2nnc(SCC(=O)c3ccccc3)n2Cc2ccco2)cc1
→ -9 | 0
Cc1cccn2c(=O)c3cc(C(=O)NCc4cccnc4)c(=N)n(C(C)C)c3nc12
→ -5 | 0
CCc1ccc(NC(=O)C2CC(=O)N=C(N)S2)cc1 (configuration not stated)
→ 0 | 0
COc1ccc(S(=O)(=O)N2CCN(c3cc(-c4ccccc4)nc4ncnn34)CC2)cc1
→ 0 | 8
O=C(COC(=O)c1n[nH]c2ccccc12)Nc1ccc(S(=O)(=O)N2CCCC2)cc1
→ 5 | 12
Cc1ccc(CNC(=O)CCCNC(=O)c2ccc(Cl)cc2)n1C
→ 1 | 18
CCOC(=O)CSc1nc2ccccc2n1CC(=O)NC(C)(C)C
→ 3 | 9
CN(C)CCNc1oc(COc2cccc(Cl)c2)nc1C#N
→ 2 | 6

4 entries picked at random from the list so far, as already listed:
Value order: TNAP inh pNP | TNAP inh Pi
CCCn1c(SCC(=O)Nc2c(C)cccc2CC)nnc1C(C)C
→ 2 | -7
CCOc1ccc2nc(COC(=O)c3ccco3)c(C(C)=O)[n+]([O-])c2c1
→ -5 | -2
O=C1CC(N(O)C2CC(=O)N(Cc3ccccc3)C2=O)C(=O)N1Cc1ccccc1 (configuration not stated)
→ 0 | -2
O=C(COC(=O)c1n[nH]c2ccccc12)Nc1ccc(S(=O)(=O)N2CCCC2)cc1
→ 5 | 12

Sorted by heavy-atom count (highest first): part of the list above.
Value order: TNAP inh pNP | TNAP inh Pi
CC(C)Cc1nc(N2CCN(C(=O)Cc3ccccc3)CC2)c(C#N)c2c1COC(C)(C)C2
→ 4 | 8
CCN(CC)S(=O)(=O)c1ccc(-c2nnc(SCC(=O)N3CCc4ccccc43)o2)cc1
→ 2 | 8
CC(=O)Nc1n[nH]c(S(=O)(=O)Cc2ccc(Cl)cc2Cl)n1
→ 0 | 0
O=C(Nc1ncn[nH]1)c1c(Cl)ccc(Cl)c1Cl
→ 0 | 0
C=CCOc1ccccc1/C=N/O
→ 0 | 13

More results follow.
Value order: TNAP inh pNP | TNAP inh Pi
N#CCc1ccc(NS(=O)(=O)c2cccs2)cc1
→ 0 | 2
COc1ccc(C(=O)OCn2nnc3ccccc3c2=O)cc1OC
→ 2 | 11
COCc1cc(C)nc2sc3c(=O)oc(C)nc3c12
→ 0 | 10
O=C(NCCCN=C1NS(=O)(=O)c2ccccc21)c1ccc(S(=O)(=O)N2CCCCC2)cc1
→ 3 | 0
COc1ccc(-c2nc3oc4cc(OC)ccc4c(=O)c3c(=O)n2Cc2ccco2)cc1
→ 7 | 10
CC(=O)n1cc(C2C(=O)CC(C)(C)CC2=O)c2ccccc21
→ 2 | 7
COc1cccc(-n2c(C)nnc2SCC#N)c1
→ 6 | 13
CCCc1cc(C(=O)Cc2ccc(F)cc2)c(O)cc1O
→ 1 | 2
CN(c1ccc(C(=O)NCCC2=CCCCC2)cc1)S(C)(=O)=O
→ 4 | 10
O=S(=O)(c1cccc(-c2nn3c(-c4ccncc4)nnc3s2)c1)N1CCOCC1
→ 4 | 16
O=C(NCc1ccc2c(c1)OCO2)c1nn2cccnc2c1Cl
→ 3 | 16
O=C(Nc1ccc(NC(=O)C2CC2)nc1)c1cccc(F)c1
→ 6 | 10
O=C(COc1ccccc1)N1CCN(c2nnc(-c3ccccc3)c3ccccc23)CC1
→ -1 | 2
CCN(CC)S(=O)(=O)c1cccc(C(=O)Nc2cccnc2)c1
→ 6 | 10
COc1ccc2[nH]c(=O)c(CN(C(=O)C3CCCO3)c3cccc(C)c3)cc2c1 (configuration not stated)
→ 4 | 11
CCCCCCCC(=O)OCC(=O)[C@@]1(O)CC[C@H]2[C@@H]3CCC4=CC(=O)CC[C@]4(C)[C@H]3[C@@H](O)C[C@@]21C
→ 7 | 8
CCOC(=O)c1ccc(N2C(=O)c3n[nH]c(C)c3C2c2ccc(OC)cc2)cc1 (configuration not stated)
→ 0 | 5
COC(=O)NCC(C)OC(=O)Nc1cccc(Cl)c1 (configuration not stated)
→ 4 | 9
Cc1ccc(S(=O)(=O)N2CCOCC2)cc1C(=O)N1C(=O)c2cccc(N)c2C1=O
→ 0 | -4
CCn1c(SCC(=O)C(C)(C)C)nnc1-c1cccnc1
→ 2 | 7

Record cards, as listed above. Values in the order: TNAP inh pNP, TNAP inh Pi
`COc1ccc(C(=O)OCn2nnc3ccccc3c2=O)cc1OC` in the list: 2, 11
`CC(=O)N1CCN(c2ccc(NC(=O)c3ccccc3Br)cc2Cl)CC1` in the list: 5, 9
`Cc1cccc(C)c1N(CC(=O)N1CCN(C)CC1)S(C)(=O)=O` in the list: 8, -5

More entries follow.
Value order: TNAP inh pNP | TNAP inh Pi
COc1cccc(NC(=O)c2ccc(CN3CCN(c4ccccc4)CC3)cc2)c1
→ 4 | 9
CCn1cc(C(=O)O)c(=O)c2cc(OC)ccc21
→ 6 | 4
O=C(NCCCn1ccnc1)c1cn(Cc2ccc(F)cc2)nn1
→ 0 | 0
CC1=Nc2ccccc2N=C(NC(=O)CSc2nnnn2-c2ccccc2)C1c1ccccc1 (configuration not stated)
→ 0 | 2

Assay outcomes: PubChem BioAssay, Sanford-Burnham Center for Chemical Genomics

An excerpt. The share of hits here may be higher or lower than overall.
